MRP1 act: H69AR viability gain despite doxorubicin, primary screen, MRP-1 activator project, H69AR cells, CellTiter-Glo; viability rescue; viability increase, % at 10 µM; actives 0.61% (n = 140,000); AID 799, 2007;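 active means viability gain under doxorubicin at or above a set limit, the compound median plus 3 SD, cut at about 4.7% in these data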;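 further: MRP-1 overexpressing cells given doxorubicin 25 µM after compound pretreatment; 18-22 h compound pretreatment then 72 h with doxorubicin before readout; 0% = doxorubicin-only wells and 100% = vehicle-treated cells without doxorubicin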
bCat KO growth: primary screen for growth suppressors in beta-catenin knockout HCT116 cells (colon tumor, human); HCT116 beta-catenin knockout viability, CellTiter-Glo, 60 h; hits give low values; viability, % at 10 µM; actives 1.5% (n = 140,000); AID 818, 2007;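 active means viability at or under a set limit, the compound median less 4 SD, cut at about 6% in these data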;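 further: 0% = Hyamine 1622 control at 20 µM and 100% = untreated cell control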
E-sel TNF inh: E-selectin induction blockers in HUVEC – imaging, immunofluorescence, high content, primary screen. HUVEC TNFa-induced E-selectin immunofluorescence. inhibition, % at 2 µM. actives 0.71% (n = 120,000). AID 1246, 2008;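 active means inhibition above the batch mean plus 3 SD, and confirmed as a hit on visual image review, cut at about 43% in these data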;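 further: 0% = TNF-stimulated DMSO wells and 100% = unstimulated control wells; not every result past the cut was called active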
GALR2 blocker: GALR2 antagonists in receptor-expressing cells, primary screen | Galanin receptor type 2 (Homo sapiens), O43603 | antagonist mode | inhibition, % at 4 µM | actives 0.39% (n = 140,000); in the data active means inhibition above about 27%;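 further: cells stimulated with galanin 1-16 at roughly its EC80; 0% = agonist challenge control and 100% = basal control without agonist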
Target sequence (O43603 whole entry, looked up): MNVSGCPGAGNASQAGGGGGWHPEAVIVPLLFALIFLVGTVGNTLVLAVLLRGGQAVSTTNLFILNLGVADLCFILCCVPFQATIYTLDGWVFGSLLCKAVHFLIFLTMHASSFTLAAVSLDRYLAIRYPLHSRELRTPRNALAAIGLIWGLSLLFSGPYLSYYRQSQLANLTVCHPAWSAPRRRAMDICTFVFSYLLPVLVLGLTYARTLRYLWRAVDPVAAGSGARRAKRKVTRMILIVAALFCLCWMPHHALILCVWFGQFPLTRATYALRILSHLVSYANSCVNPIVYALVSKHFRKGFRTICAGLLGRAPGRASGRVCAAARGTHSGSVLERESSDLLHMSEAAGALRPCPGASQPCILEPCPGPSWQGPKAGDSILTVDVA
Phagocytosis inh: inhibitors of macrophage phagocytosis, primary screen, imaging, J774A.1 cells, IgG beads; J774A.1 macrophage IgG-bead phagocytosis; inhibition, % at 5 µM; actives 0.07% (n = 110,000); AID 1029, 2008;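 active means inhibition above the mean of the plate negative controls plus 5 SD, cut at about 13% in these data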;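 further: phagocytic index as fraction of beads internalized from green versus red external bead signal; plate controls were DMSO negative control for no effect and cytochalasin-D positive control for full effect; some results beyond the cut were filed as inactive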
NPY-Y2 antag: NPY-Y2 receptor antagonists, primary screen, cell-based | NPY-Y2 expressing cells, antagonist mode | inhibition, % at 2.7 µM | actives 0.99% (n = 140,000); in the data active means inhibition above about 17%;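 further: 0% = vehicle with agonist challenge and 100% = reference antagonist with challenge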
Target sequence (P49146 whole entry, looked up): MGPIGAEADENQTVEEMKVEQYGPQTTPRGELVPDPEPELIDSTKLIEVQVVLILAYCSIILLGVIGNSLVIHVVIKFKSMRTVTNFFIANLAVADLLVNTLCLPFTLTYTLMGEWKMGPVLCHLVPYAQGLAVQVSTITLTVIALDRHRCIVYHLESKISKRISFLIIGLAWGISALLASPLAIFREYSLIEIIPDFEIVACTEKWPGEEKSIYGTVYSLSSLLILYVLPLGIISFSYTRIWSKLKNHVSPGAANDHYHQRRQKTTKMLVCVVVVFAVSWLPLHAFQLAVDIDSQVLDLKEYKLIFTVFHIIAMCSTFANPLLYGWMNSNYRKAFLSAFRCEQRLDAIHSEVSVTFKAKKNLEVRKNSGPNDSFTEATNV
PTEN del growth: growth suppression of PTEN-null HCT116, primary screen, cell-based, CellTiter-Glo. HCT116 PTEN-null viability, 60 h; hits give low values. viability, % at 10 µM. actives 1.2% (n = 140,000). AID 827, 2007;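 active means viability at or below a set limit, 4 SD under the median of all tested compounds, cut at about 3.7% in these data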;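 further: PTEN knockout HCT116 line with beta catenin targeted HCT116 as companion control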
Yeast life ext: compounds extending yeast replicative lifespan, primary screen, S. cerevisiae, OD615. inhibition of the nicotinamide effect, % at 10 µM. actives 0.68% (n = 130,000). S. cerevisiae growth with nicotinamide; deaD strain in restrictive glucose medium;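 active means inhibition above a set limit, placed 3 SD over the median of all compounds, cut at about 26% in these data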;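 further: 0% = nicotinamide-treated wells and 100% = cells grown without nicotinamide; some compounds called inactive have numbers as strong as hits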
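Measured by: optical density (absorbance) at 615 nm; System: modified budding yeast, DeaD strain; Medium: restrictive CSMM-D dextrose medium; Timing: 4 h preincubation then 48 h treatment at 30 °C.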
Yeast growth inh: growth inhibitors of yeast BB579 in restrictive medium, primary screen, yeast lifespan-shortening project, S. cerevisiae | inhibition, % at 10 µM | actives 0.51% (n = 140,000) | OD615, 48 h | AID 804, 2007;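 active means inhibition above a set limit, 3 SD over the mean compound inhibition, cut at about 44% in these data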; further: inactives centre near -24
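Test system: S. cerevisiae DeaD strain BB579 yeast; Medium: restrictive CSMM-D medium; Compound: one dose, 10 µM compound with 0.25% DMSO; Incubation: 4 h cell preincubation, 48 h compound exposure, 30 °C humidified; Signal: OD at 615 nm; Benchmarks: amphotericin B at 10 µg/mL as positive control.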
Measles CPE: compounds protecting cells from measles virus cytopathic effect, primary screen, measles RdRp inhibitor project, single point, MLSMR library, absorbance; Measles virus-infected cells, CPE protection; protection (pct of control), % at 4 µM; actives 1.5% (n = 140,000); AID 841, 2007; in the data active means protection mostly above about 24%, no sharp cut-off; inactive means mostly below about 26%; further: some compounds called inactive have numbers as strong as hits
Active calls of the source: *; . = no result given.

SMILES	MRP1 act	bCat KO growth	E-sel TNF inh	GALR2 blocker	Phagocytosis inh	NPY-Y2 antag	PTEN del growth	Yeast life ext	Yeast growth inh	Measles CPE
CCc1ccc(OC(=O)c2ccn(CC)n2)cc1	-1.9	92	.	4	0	4	94	-14	20	8
CC(C)CC(COCc1ccc(C(F)(F)F)cc1)N1CCN(C(=O)c2ccc(C(F)(F)F)cc2)CCC1=O (centres undefined)	-2.2	71	.	4	.	11	67	4	-59	2
Cc1ccc2c(c1)C(O)(CC(=O)/C=C/C=C/c1ccccc1)C(=O)N2 (centres undefined)	-3.9	71	2	14	9	0	87	-12	-38	17
O=C(CCN1CCN(c2ccccc2)CC1)Nc1ccc(Cl)cc1	-0.9	98	-16	16	.	5	96	.	-22	4
Cn1c(SCc2ccccc2)nnc1-c1cccs1	-0.2	109	5	-7	-1	2	87	-21	-29	10
CCN(CC)C(=O)c1cc2cc([N+](=O)[O-])ccc2s1	0.1	89	-26	7	.	2	88	-26	-20	6
COc1ccccc1N1CCN(CCC(=O)Nc2ccc3c(c2)OCO3)CC1	-1.5	83	-6	2	-1	5	82	-7	-44	31
CCN(C#N)c1nc(NC(C)C)nc(NC(C)C)n1	-1.1	100	-20	-11	0	-2	90	-10	-23	4
O=C(c1ccc(COc2ccccc2Br)o1)N1N=C(C(F)F)CC1(O)C(F)F (centres undefined)	-1.7	99	.	4	-5	-5	104	-2	-15	13
Cc1ccc(Cn2c(SCC(=O)N3CC(=O)Nc4ccccc43)nc3ccccc3c2=O)cc1	-0.4	72	.	10	-3	-1	68	1	-12	4
CCOC1(OCC)N=C(N)C2(C#N)C(c3cccc(C)c3)C12C#N (centres undefined)	-1.2	86	7	13	.	1	87	4	-13	9
Cc1cccc(N2CC(C(=O)O)CC2=O)c1 (centres undefined)	-1.2	95	-32	1	-2	2	94	-7	-27	6
CC(c1ccccc1)C1C(C#N)=C(N)SC(N)=C1C#N (centres undefined)	-0.8	65	.	9	0	3	86	0	-44	5
COC(=O)NC(NC(=S)Nc1ccccc1OC)C(Cl)(Cl)Cl (centres undefined)	-2.1	94	.	-1	-4	0	90	0	-19	7
CC(C)(C)Nc1cccccc1=O	-1.4	103	14	9	-1	-3	104	-1	3	6
COc1ccc(OC)c(S(=O)(=O)Nc2ccc(O)c3ccccc23)c1	0.1	1.8*	-28	4	0	5	2.0*	.	-24	16
O=S(=O)(NCc1cccnc1)c1cccc2nsnc12	-0.8	96	25	-3	-2	1	111	-1	-34	21
CCC(Sc1nc(=O)cc(N)n1CCc1ccccc1)C(=O)Nc1ccccc1C#N (centres undefined)	-1.2	104	6	2	.	5	107	-10	-42	4
CC1(C)CC(=O)C=C(NCc2ccccc2)C1	-1.3	77	-39	5	2	4	98	-10	-12	27
CC1CCN(S(=O)(=O)c2cccc(C(=O)Nc3ccccn3)c2)CC1	-0.9	91	-10	-4	-1	3	99	-19	-40	11
O=C(CSc1nc2ccccc2o1)Nc1ccccc1	1.0	80	0	-6	-1	1	101	-26	9	8
CC(C)Cn1c(=O)c(C(=O)Nc2cnccn2)c(O)c2ccccc21	-0.7	95	-7	2	-2	3	110	68*	-23	2
CC(=O)c1ccc(NC(=O)C2CCCN2S(=O)(=O)c2cccc3cccnc23)cc1 (centres undefined)	-2.2	89	2	3	0	-1	80	-9	-1	10
NS(=O)(=O)c1cc(C(=O)OCC(=O)NC2CC2)ccc1Cl	-0.9	89	18	3	4	4	93	1	-11	19
O=C(Nc1cccc2ncccc12)c1cccc(F)c1	0.1	104	20	3	.	0	96	-27	2	4
Cc1[nH]c2ccccc2c1C(=O)CN1C(=O)NC2(CC(C)CC(C)(C)C2)C1=O (centres undefined)	-4.5	57	-16	3	-2	-2	44	-2	-6	2
CC(C)Sc1nc(N2CCOCC2)c2c3c(sc2n1)COC(C)(C)C3	-1.5	71	18	1	-2	3	79	-11	-33	6
CC1/C(=N/O)C(CN(C)C)C2CC1C2(C)C (centres undefined)	-0.3	99	-1	8	-1	-1	100	-7	-29	7
CC(N=Cc1nc(-c2ccccc2)oc1O)c1ccccc1 (centres undefined)	0.8	99	25	-2	0	4	100	-11	-22	4
C=CCn1c(C2CC(=O)N(c3ccc(C)cc3)C2)nc2ccccc21 (centres undefined)	-0.3	93	31	-5	-1	2	94	-11	13	11
O=C(NCCCN1CCCCC1)C1CCC(=O)N1CCc1ccccc1 (centres undefined)	-1.2	92	.	3	.	1	103	-2	-2	9
COC(=O)C1=NN(C(=O)c2ccccc2)C(C)(O)C1 (centres undefined)	0.1	83	-1	-3	-1	3	81	5	-11	14
N=c1c2c(-c3ccccc3)c(-c3ccccc3)n(Cc3ccccc3)c2ncn1CCCO	-7.4	1.5*	-5	-5	-2	72*	1.8*	-3	-22	0
Cn1c(=O)c2c(nc(NCc3ccc4c(c3)OCO4)n2C)n(C)c1=O	-1.5	87	-40	-12	-3	-3	78	-22	-13	23
CCOC(=O)c1c(C)[nH]c(C)c1C(=O)CSc1nc2ccccc2n1CCOC	-1.0	82	.	-15	0	2	86	1	-27	7
C=CCc1ccccc1OCCn1ccnc1	-2.2	105	5	0	-6	-1	99	-7	17	1
COC(=O)c1ccccc1NC(=O)C1CC(=O)N(c2ccccc2)C1 (centres undefined)	1.1	97	-10	-6	-1	2	116	-11	-15	1
Cc1ccc(NC(=O)C(=O)NCc2ccc(/C=C(/C#N)C(=O)NCc3cccnc3)o2)cc1	0.5	96	-6	7	.	0	98	-10	-33	14
CC(Oc1ccccc1Cl)C(=O)/C=C/N(C)C (centres undefined)	-3.1	87	-9	-14	1	4	92	1	-15	13
CCCCNC(=O)c1nc2ncc(Br)cn2n1	-0.2	87	-4	1	193*	4	112	-12	-18	7
O=C1CCC(=O)N1CCc1c[nH]c2ccccc12	0.7	90	-7	11	1	0	103	-8	-29	13
CC(C)c1ccc(N(CC(=O)O)S(=O)(=O)c2cccnc2)cc1	-0.9	90	.	-3	0	0	111	-10	-26	2
Cc1ccc(S(=O)(=O)N2CCCOC2CNC(=O)C(=O)NCCc2c[nH]c3ccccc23)cc1 (centres undefined)	-3.2	62	.	4	-8	0	54	3	-40	15
CC(C)c1ccc(/C=C/C(=O)NCCCc2ccccc2)cc1	-1.3	92	.	-9	.	30*	86	5	-17	5
O=C(/C=C/c1ccc(Cl)cc1Cl)c1nc2ccccc2[nH]1	-4.7	16	-31	13	-6	1	23	-13	-35	19
O=C(CN1C(=O)/C(=C\C=C\c2ccccc2)SC1=S)Nc1ccc(F)cc1	-0.7	88	.	3	-2	1	93	5	-28	5
Cc1ccccc1C(=O)NNC(=O)CCC(=O)Nc1cccc(Cl)c1C	1.0	93	.	-4	-10	2	96	-6	-18	10
COC(=O)c1ccc(NC(=O)CN(c2ccc(C)cc2)S(=O)(=O)c2c(C)nn(C)c2C)cc1	-0.8	91	-22	-9	-1	-6	97	20	-24	12

12 compounds out of the list, ordered by formula weight, ascending.
SMILES	MRP1 act	bCat KO growth	E-sel TNF inh	GALR2 blocker	Phagocytosis inh	NPY-Y2 antag	PTEN del growth	Yeast life ext	Yeast growth inh	Measles CPE
COC(=O)C1=NN(C(=O)c2ccccc2)C(C)(O)C1 (centres undefined)	0.1	83	-1	-3	-1	3	81	5	-11	14
O=C(Nc1cccc2ncccc12)c1cccc(F)c1	0.1	104	20	3	.	0	96	-27	2	4
CCN(CC)C(=O)c1cc2cc([N+](=O)[O-])ccc2s1	0.1	89	-26	7	.	2	88	-26	-20	6
CC(c1ccccc1)C1C(C#N)=C(N)SC(N)=C1C#N (centres undefined)	-0.8	65	.	9	0	3	86	0	-44	5
O=C(CSc1nc2ccccc2o1)Nc1ccccc1	1.0	80	0	-6	-1	1	101	-26	9	8
CC(N=Cc1nc(-c2ccccc2)oc1O)c1ccccc1 (centres undefined)	0.8	99	25	-2	0	4	100	-11	-22	4
CCOC1(OCC)N=C(N)C2(C#N)C(c3cccc(C)c3)C12C#N (centres undefined)	-1.2	86	7	13	.	1	87	4	-13	9
CC(C)Cn1c(=O)c(C(=O)Nc2cnccn2)c(O)c2ccccc21	-0.7	95	-7	2	-2	3	110	68*	-23	2
Cc1ccccc1C(=O)NNC(=O)CCC(=O)Nc1cccc(Cl)c1C	1.0	93	.	-4	-10	2	96	-6	-18	10
Cc1[nH]c2ccccc2c1C(=O)CN1C(=O)NC2(CC(C)CC(C)(C)C2)C1=O (centres undefined)	-4.5	57	-16	3	-2	-2	44	-2	-6	2
O=C(CN1C(=O)/C(=C\C=C\c2ccccc2)SC1=S)Nc1ccc(F)cc1	-0.7	88	.	3	-2	1	93	5	-28	5
CCC(Sc1nc(=O)cc(N)n1CCc1ccccc1)C(=O)Nc1ccccc1C#N (centres undefined)	-1.2	104	6	2	.	5	107	-10	-42	4

The list continues:
SMILES	MRP1 act	bCat KO growth	E-sel TNF inh	GALR2 blocker	Phagocytosis inh	NPY-Y2 antag	PTEN del growth	Yeast life ext	Yeast growth inh	Measles CPE
Cc1ccc(-n2nnc3ccccc3c2=O)cc1C	-1.3	93	-5	7	0	-1	94	-12	-35	16
COc1cccc(NC(=O)C(OC(=O)c2ccccc2NS(=O)(=O)c2cccs2)c2ccccc2)c1 (centres undefined)	0.3	77	.	0	-7	-2	78	-1	-31	6
CSc1ccc(C2C(C#N)=C(N)Oc3cc4c(cc32)OCO4)cc1 (centres undefined)	-4.2	35	0	-12	0	1	21	-7	-34	1
O=C(Nc1ccccc1)Nc1ccccn1	1.3	94	6	4	-2	4	110	-7	-24	28
COCCCNC(=S)Nc1ccc(CC(=O)O)cc1	-1.6	96	.	-3	-3	0	101	0	-7	29
CCOC(=O)C1CCN(CCC(=O)Nc2ccccc2Cl)CC1	-1.2	86	6	2	.	4	98	.	-18	24
CC(=O)Nc1cc(C(=O)OCC(=O)c2ccccc2)ccc1C	-2.3	99	.	3	2	2	103	6	-27	7
Cc1c(Nc2nc(-c3ccccc3)cs2)c(=O)n(-c2ccccc2)n1C	-1.0	90	.	3	.	1	96	-4	-32	3
